ELG1 repair inh: ELG1-dependent DNA repair inhibition. HEK293T ELG1-luciferase reporter, luminescence, 16 h; DNA damage induced by 5-fluorouridine. Potency, µM (series often up to 46.1 µM), inactives show at the top dose activity change, negative = inhibition, actives largely listed as inhibitors. 330,000 compounds, 2.3% hits. AID 504467; also: potency is read from the fitted curve at half-maximal effect; % is scaled to controls: 0 for no effect and ±100 for the full control effect; nearly all actives have a fitted effect of over 55% in size
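In this reporter screen, reduction of luminescence relative to DMSO vehicle indicated activity. Compounds and 5-fluorouridine were added together to 2,000 cells per well, incubated for 16 hr at 37 °C, then developed with ONE-Glo.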
TSG101-PTAP inh: blocks PTAP/TSG101 interaction to inhibit HIV-1 budding; Q99816; Fluorescence polarization, FITC-PTAP peptide / Tsg101 binding; Potency, µM (doses to about 115 µM), without a hit: at the highest dose activity change, negative = inhibition, usual class: inhibitors; 340,000 tested, under 10 active; active = well fitted inhibition curve with a large enough effect in the main read-out, with a control signal flat, not every such curve was filed as active; inconclusive = small, poorly fitted or top-dose-only effect, or effect the other way, or a change in a side signal; inactive = no such curve, though single readings can be large or run the other way; also: potency is read from the fitted curve at half-maximal effect; % of control where 0% means no effect
Target sequence (Q99816 whole entry, looked up): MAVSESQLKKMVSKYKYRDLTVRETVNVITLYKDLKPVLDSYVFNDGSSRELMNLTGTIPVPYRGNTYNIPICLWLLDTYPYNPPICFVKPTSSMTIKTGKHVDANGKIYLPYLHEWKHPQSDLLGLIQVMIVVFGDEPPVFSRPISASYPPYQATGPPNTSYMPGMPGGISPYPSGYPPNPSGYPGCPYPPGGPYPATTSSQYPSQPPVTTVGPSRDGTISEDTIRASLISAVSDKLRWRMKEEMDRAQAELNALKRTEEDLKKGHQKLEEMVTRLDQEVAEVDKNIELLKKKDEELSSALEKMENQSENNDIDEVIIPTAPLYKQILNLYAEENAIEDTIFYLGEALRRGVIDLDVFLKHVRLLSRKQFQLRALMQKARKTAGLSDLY
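Tsg101 binding domain (10 uM final) was mixed with compound and a FITC-labeled PTAP peptide (50 nM final) in HEPES pH 7.5 buffer with NaCl, Tween 20, EDTA and TCEP; fluorescence polarization was read after 20 min at r.t.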
A-T KAP1 phos: potential ataxia-telangiectasia treatment; Potency, µM (titrated, usually from 57.5 µM), without a hit: at the top dose activation, actives largely listed as activators; AID 485349; […] A-T fibroblasts, KAP-1 phosphorylation AlphaLISA; neocarzinostatin DNA damage 30 min before lysis; 320,000 compounds, 0.19% hits; also: potency is read from the fitted curve at half-maximal effect; % of control where 0% means no effect; nearly all actives have a fitted effect of over 45% in size
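hTERT-immortalized A-T patient fibroblasts ([…]), 500 cells/well in OPTI-MEM, 1% FBS, got compounds for 60 min, then NCS for 30 min at 37C. Lysates were then assayed for phospho-KAP-1 by AlphaLISA (anti-pKAP1 donor, anti-KAP1 acceptor beads), 6 hr at 25C.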
a7 integrin act: activates integrin-mediated alleviation for muscular dystrophy | alpha7betagal myoblasts, beta-gal FDG fluorescence, 48 h | AID 624291 | 350,000 compounds, 0.064% hits | Potency, µM (series often up to 38.3 µM), without a hit: at the highest dose activation, most hits filed as activators;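 also: potency is read from the fitted curve at half-maximal effect; 100% = response of the positive control SU9516; nearly all actives have a fitted effect of over 60% in size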
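alpha7betagal+/- myoblasts (passage 13, 250/well) treated 48 h at 37C with compounds at 1:260 dilution of DMSO stock. Lysed, then beta-galactosidase activity read as FDG fluorescence (ex 480/em 540) after 30 min, with pre-read for autofluorescence.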
Tb PFK block: blocks T. brucei phosphofructokinase | O15648 | T. brucei PFK, ADP-Glo luminescence | Potency, µM (series often up to 57.5 µM), for inactives: at the highest dose activity, negative = inhibition, usual class: inhibitors | 330,000 compounds, 0.17% hits;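 also: potency is read from the fitted curve at half-maximal effect; 0% = uninhibited 1x PFK enzyme wells and -100% = no-enzyme wells; nearly all actives have a fitted effect of over 60% in size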
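Activity is normalized to no-enzyme wells (full inhibition) and 1.25 nM enzyme wells (no inhibition). Reaction: 0.5 mM F6P, 0.1 mM ATP, 45 min RT, ADP-Glo luminescence; concentration-response curves fitted and classed by quality.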
Eya2 phos inh: Eya2 (human) phosphatase inhibition | O00167 | recombinant Eya2, OMFP fluorescence dephosphorylation (OMFP is methylfluorescein phosphate) | 330,000 compounds, 0.006% hits | Potency, µM (titrated, usually from 76.9 µM), inactives show top-dose activity, negative = inhibition, usual class: inhibitors; also: potency is read from the fitted curve at half-maximal effect; % is scaled to controls: 0 for no effect and ±100 for the full control effect
Target sequence (O00167 whole entry, looked up): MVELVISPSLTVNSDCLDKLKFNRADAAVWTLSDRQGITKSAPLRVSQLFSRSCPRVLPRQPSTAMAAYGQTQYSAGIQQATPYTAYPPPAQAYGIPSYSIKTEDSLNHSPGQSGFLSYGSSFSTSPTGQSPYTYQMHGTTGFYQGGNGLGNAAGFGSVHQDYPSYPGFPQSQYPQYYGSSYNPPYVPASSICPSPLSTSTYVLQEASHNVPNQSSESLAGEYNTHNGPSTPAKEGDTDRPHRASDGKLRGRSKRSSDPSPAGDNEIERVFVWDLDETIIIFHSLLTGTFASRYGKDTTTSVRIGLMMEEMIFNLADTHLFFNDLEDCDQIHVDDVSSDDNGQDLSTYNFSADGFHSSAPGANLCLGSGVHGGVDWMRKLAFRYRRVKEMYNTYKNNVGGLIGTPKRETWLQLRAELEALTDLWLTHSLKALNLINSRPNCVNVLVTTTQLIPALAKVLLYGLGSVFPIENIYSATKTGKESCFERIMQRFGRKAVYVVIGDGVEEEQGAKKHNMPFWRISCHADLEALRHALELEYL
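Eya2 (0.2 uM) preincubated 10 min at ambient with compound, then OMFP substrate added at 50 uM; 10 min reaction in 50 mM HEPES pH 7.5, 50 mM NaCl, 5 uM MgCl2, 0.05% BSA, 1 mM DTT. Fluorescence read at Ex 485/Em 525 nm.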
TSHR antag: human thyrotropin receptor antagonism | P16473 | TSHR-expressing cells, TSH-stimulated cAMP HTRF, 2 h; hits give low values | activity change, negative = inhibition, % at 11.5 µM | 330,000 compounds, 0.2% hits | AID 504810;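 active = activity change below a set negative limit, meaning inhibition stronger than a set level, cut at about -70% in these data; inconclusive = activity change between two set negative limits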; also: % is scaled to controls: 0 for no effect and ±100 for the full control effect
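Read-out is FRET at 665 nm (cryptate excitation 337 nm) from a cryptate-tagged anti-cAMP antibody, competed by cell cAMP against cAMP-d2. Compounds are tested on freshly harvested TSHR cells challenged with 4nM TSH (EC80) for 2 hours at 37 deg C.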
BCR signal inh: chronic active BCR signaling inhibition | ABC-DLBCL IkBa-CBG/CBR reporter, luminescence ratio, 4 h | Potency, µM (titrated, usually from 46.1 µM), for inactives: at the highest dose ratio change, negative = lower green/red ratio, usual class: inhibitors | 340,000 compounds, 0.05% hits | AID 493014; active = well fitted inhibition curve with a large enough effect in the signal ratio, with a control signal flat, not every such curve was filed as active; inconclusive = small, poorly fitted or top-dose-only effect, or effect the other way, or a change in a side signal; the % refers to the signal ratio;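 also: potency is read from the fitted curve at half-maximal effect; plate controls were basal doxycycline-induced cells for no effect and cells given 10 µM MG132 for full effect; MG132 reads +100%, hits lower the ratio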
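Compounds up to 46 uM were incubated four hours with TMD8 cells whose green CBG68 luciferase is fused to IkappaBalpha; red CBR luminescence normalised the signal, and concentration-effect curves were fitted to fusion, red and ratio data.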
TCR act: T cell receptor activation; AID 504894; 330,000 tested, under 10 active; Potency, µM (doses to about 9.22 µM), for inactives: top-dose activation of IL-2 secretion, hits mostly activators; primary human leukocytes, anti-CD3, IL-2 HTRF, 48 h; also: % of control where 0% means no effect
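IL-2 release read by HTRF sandwich (Eu cryptate donor, d2 acceptor, 665 nm emission) after 48 hr exposure of primary human leukocytes to compound together with anti-CD3 beads in the absence of co-stimulatory signals.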
S-ASM inh: inhibitors of human secretory acid sphingomyelinase | placental ASM, HMU-PC fluorogenic substrate, 60 min | Potency, µM (doses to about 57.5 µM), without a hit: at the top dose activity change, negative = inhibition, most hits filed as inhibitors | 340,000 compounds, 0.006% hits; also: potency is read from the fitted curve at half-maximal effect
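HMU-PC0 cleavage (9 uM final) by human placental ASM, 60 min at 37 °C following 10 min compound exposure at RT; stopped at pH 10, fluorescence Ex 386/Em 447 nm.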
Mito fusion yeast: mitochondrial division inhibition or fusion activation; 320,000 compounds, 0.23% hits; S. cerevisiae fusion-defective mutant growth rescue, CellTiterGlo 48 h; Potency, µM (series often up to 46.1 µM), inactives show at the top dose growth rescue (activation), hits mostly activators;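 also: potency is read from the fitted curve at half-maximal effect; % of control where 0% means no effect; nearly all actives have a fitted effect of over 45% in size; temperature-sensitive fusion mutants such as fzo1-1 at 37 °C on non-fermentable ethanol glycerol medium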
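Read-out: ATP-based luminescence (CellTiterGlo, 10 min ambient) reporting growth of fusion-defective ts yeast after 48 hours at 37C on glycerol/ethanol YPEG medium in the presence of compound.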
Starred values were filed as active, the others as inactive; ? = inconclusive; . = not tested or not shown; [ ] = another dose, or the depositor's remark. Unless noted, calls follow the shape of the dose curve; as a rule, active = well fitted curve in the direction sought with a large enough effect; inconclusive = small, poorly fitted or top-dose-only effect, or another doubt; inactive = no such curve, though single readings can be large; an effect the other way counts as inactive or inconclusive.

Below each compound: Mito fusion yeast | BCR signal inh | Tb PFK block | Eya2 phos inh | TSG101-PTAP inh | S-ASM inh | A-T KAP1 phos | ELG1 repair inh | TSHR antag | TCR act | a7 integrin act
#1 O=C(CNCc1ccccc1Cl)Nc1ccccc1N1CCCCC1
→ 2% | -2% | 2% | -4% | -7% | -4% | 3% | ? | -9 | 8% | -13%
#2 Cn1c2ccccc2c(=O)c2c(=O)n(-c3ccccc3)c(C3CCCCC3)nc21
→ 19% | 0% | -2% | 4% | -1% | -5% | 12% | ? | 12 | -3%[46.1 µM] | 23%
#3 Cc1cnn(C(=S)NCc2ccc(Cl)cc2)c1
→ -1% | ? | -11% | -1% | 0% | -1% | 0% | -1% | -14 | 0%[46.1 µM] | 7%
#4 CC(C)OC(=O)/C(=C/c1ccc2c(c1)c1ccccc1n2C)NC(=O)c1ccccc1
→ 9% | -7% | -9% | -22% | -3% | 48% | -3% | 21µM* | 3 | 4%[46.1 µM] | -26%
#5 CC(C)(C)c1ccc(Oc2ccc(NC(=O)c3cccs3)cn2)cc1
→ -3% | ? | 3% | -8% | 0% | -11% | 2% | 6.5µM* | -18 | 0% | -15%
#6 CCOC(=O)c1sc(NC(=O)Nc2ccccc2Cl)cc1C
→ -3% | ? | 0% | -7% | -8% | -13% | 4% | ? | 0 | -22%[46.1 µM] | -40%
#7 CC(C)(C)NC(=O)C(c1cccnc1)N(C(=O)c1csnn1)c1ccccc1 (stereo not given)
→ -1% | 4% | -3% | -8% | -4% | 0% | 10% | ? | -21 | 0% | 2%
#8 CCS(=O)(=O)N1CCC(C(=O)Oc2ccccc2)CC1
→ -2% | 10% | -1% | 5% | 1% | 0% | -1% | 4% | -2 | 1% | -24%
#9 CC(Sc1nnc2ccccn12)C(=O)Nc1ccc2c(c1)OCO2 (stereo not given)
→ -4% | -5% | -1% | 4% | -4% | 2% | 0% | 20% | 1 | -3% | -23%
#10 CCOC(=O)Cn1cnc2c(C#N)c3n(c2c1=O)CCCCC3
→ -4% | 1% | 2% | 6% | -8% | -4% | 0% | 1% | 5 | 0% | -12%
#11 COC(=O)c1ccc(CNC(=O)Cn2nnnc2CN(C)C(C)C)cc1
→ 3% | -1% | -2% | -1% | 0% | 0% | 3% | 12% | 20 | -7% | -11%
#12 O=C(Oc1cccc2ccccc12)c1ccncc1
→ -10% | ? | -6% | -2% | -2% | 4% | 10% | -12% | -4 | -3%[46.1 µM] | -3%
#13 O=C1NC2(C=Cc3c(ccc4ccccc34)O2)Oc2ccccc21 (stereo not given)
→ 1% | ? | -1% | 7% | -16% | 27% | -1% | ? | 1 | 4% | -34%[inhibitor]
#14 O=C(Cc1nc2ccccc2s1)c1ccc(O)cc1O
→ 8% | ? | 1% | -29% | . | . | 11% | ? | -6 | . | .
#15 CCOC(=O)N1CCN(c2c(NCC3CCN(Cc4cccc(C)c4)CC3)c(=O)c2=O)CC1
→ 5% | 1% | -8% | -2% | 2% | 12% | 4% | 5% | 1 | -1% | 23%
#16 CC(C)Cc1ccc(S(=O)(=O)Nc2ccc3[nH]c(=O)[nH]c3c2)cc1
→ 6% | -2% | -2% | -7% | 0% | -3% | -27% | -10% | -10 | -8% | -16%
#17 Cc1ccnc(-n2c(C)cc(C=O)c2C)c1
→ -6% | 10% | -1% | 1% | -5% | 5% | 3% | 9% | 11 | 7% | -10%
#18 O=C(NCc1cccs1)C1CCN(C(=O)NCc2ccccc2)CC1
→ -2% | 8% | 0% | -8% | -5% | 4% | . | -6% | 8 | 5%[46.1 µM] | -1%
#19 CNC(=O)c1cc2cc(OC)ccc2oc1=O
→ 0% | 21% | -2% | -21% | -7% | 272%[activator] | 3% | 1% | 4 | 0% | 5%
#20 COc1ccc(/C=C/C(=O)N2CCN(S(=O)(=O)c3ccccc3Br)CC2)cc1OC
→ . | ? | 5% | -5% | 2% | -5% | -8% | ? | . | 3% | -40%
#21 O=[N+]([O-])c1ccc2c(c1)nc1n2CCN(CC2CCCO2)C1 (stereo not given)
→ -6% | 7% | 0% | -1% | -4% | 2% | -2% | ? | -4 | 3% | -14%
#22 O=C(Nc1ccc(N2CCOCC2)nc1)c1ccccc1Cl
→ -1% | ? | -3% | 9% | -4% | 2% | -3% | ? | 3 | -17% | 14%
#23 Cc1ccnc(NC(=O)Nc2ccc3c(c2)OCO3)c1
→ -12% | 4% | 0% | -2% | -2% | 1% | 1% | ? | 4 | -1% | 3%
#24 CC(C)(C)c1ccc(C(=O)NC(=O)COC(=O)c2ccc(Br)o2)cc1
→ . | -1% | -1% | -1% | 2% | 4% | 10% | ? | 6 | -4% | 22%
#25 CS(=O)(=O)N(Cc1ccc(Cl)cc1)c1ccc(C(=O)NCC2CCCO2)cc1 (stereo not given)
→ 0% | -8% | -4% | -12% | 2% | 1% | -8% | 9% | 1 | -6% | 24%
#26 COc1cccc(CNC(=O)CNC(=O)N2CC(=O)Nc3ccccc32)c1
→ 0% | 1% | 0% | 0% | -4% | 4% | 13% | 4% | 0 | 2% | 8%
#27 COc1ccc(Nc2cc(Cl)nc(N)n2)cc1OC
→ 4% | ? | 0% | 7% | 0% | 2% | -2% | -1% | -3 | 6% | -6%
#28 CCn1c(N2CCN(S(=O)(=O)c3ccc(Cl)cc3)CC2)nc2ccccc21
→ ? | 0% | 0% | -2% | 0% | -1% | 15% | 15µM* | -16 | -3% | -41%
#29 CCCCN(CCCC)CCNC(=O)CNC(=O)c1cccs1
→ 32µM* | -22% | 2% | 22% | -2% | 0% | . | . | -3 | -3% | -13%
#30 Cc1ccc(C(=O)OCC(=O)Nc2ccc(F)c(Cl)c2)o1
→ -1% | -2% | -4% | 14% | -9% | 1% | 9% | 5% | 4 | 5% | -42%
#31 COc1ccccc1C(=O)NCC(=O)N1CCN(C/C=C/c2ccccc2)CC1
→ . | 0% | -2% | 7% | -2% | 5% | 4% | -21% | 0 | -4% | 9%
#32 CCCN(CC(=O)Nc1ccc(C(C)=O)cc1)CC(=O)Nc1ccccc1C
→ 2% | 3% | 0% | 1% | -1% | -2% | 2% | 8% | 9 | 2% | -14%
#33 COc1cc(/C=N/Nc2cccc(C)c2)cc(Br)c1O
→ -3% | -4% | 3% | 14% | 0% | 21% | -2% | -14% | -2 | -1% | -23%
#34 CCc1csc(CCNC(=O)C2CCC(=O)N(CCOC)C2)n1 (stereo not given)
→ -6% | 2% | 0% | 4% | -3% | -1% | -2% | ? | 3 | 7% | 14%
#35 Cn1c(=O)cc(SCC(=O)NCCCN2CCOCC2)c2ccc(Cl)cc21
→ 1% | -7% | 2% | -6% | 0% | 2% | 0% | ? | 18 | 6% | -22%
